PGK inhibitor: blocks T. brucei phosphoglycerate kinase; P07378; PGK/GAPDH coupled, Kinase-Glo luminescence, 60 min; Potency, µM (top dose mostly 57.5 µM), for the others: at the top dose activity change, negative = inhibition, actives largely listed as inhibitors; 380,000 compounds, 0.043% hits; AID 602233; further: potency means the concentration at half of the fitted maximal effect; on the % scale 0 is the no-effect control and ±100 the full control effect; nearly all actives have a fitted effect of over 60% in size
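Recombinant glycosomal PGK reaction used 1,3-bisphosphoglycerate generated in-well by GAPDH (100nM final) in 100mM TEA pH 7.6, 5mM MgCl2, 0.01% Tween-20. After 60 minutes at room temperature, ATP was read by Kinase-Glo Plus luminescence end-point.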
Pol eta inh: blocks human DNA polymerase eta activity. Q9Y253. AID 588591. recombinant Pol eta, fluorescent DNA replication assay. Potency, µM (highest dose often 114 µM), for the others: at the top dose activity change, negative = inhibition, hits mostly inhibitors. 390,000 compounds, 1.2% hits; further: potency means the concentration at half of the fitted maximal effect; on the % scale 0 is the no-effect control and ±100 the full control effect
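Pol eta at 10 nM preincubated with compounds 15 min at room temperature; reaction started with fluorescent substrate (50 nM final) and read kinetically at 0 and 10 min.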
RXFP1 antag: RXFP1 (human) relaxin receptor antagonism | activity change, negative = inhibition, % at 57.5 µM | 350,000 compounds, 0.59% hits | Q9HBX9 | HEK293-RXFP1, relaxin-stimulated cAMP HTRF, 30 min; stronger effect = lower value | AID 1259400;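 active means activity change of -60% or lower, but not beyond a set lower limit; inconclusive means change between -60% and -40%, or beyond the set limit; inactive means change above -40%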; further: on the % scale 0 is the no-effect control and ±100 the full control effect
Target sequence (Q9HBX9 whole entry, looked up): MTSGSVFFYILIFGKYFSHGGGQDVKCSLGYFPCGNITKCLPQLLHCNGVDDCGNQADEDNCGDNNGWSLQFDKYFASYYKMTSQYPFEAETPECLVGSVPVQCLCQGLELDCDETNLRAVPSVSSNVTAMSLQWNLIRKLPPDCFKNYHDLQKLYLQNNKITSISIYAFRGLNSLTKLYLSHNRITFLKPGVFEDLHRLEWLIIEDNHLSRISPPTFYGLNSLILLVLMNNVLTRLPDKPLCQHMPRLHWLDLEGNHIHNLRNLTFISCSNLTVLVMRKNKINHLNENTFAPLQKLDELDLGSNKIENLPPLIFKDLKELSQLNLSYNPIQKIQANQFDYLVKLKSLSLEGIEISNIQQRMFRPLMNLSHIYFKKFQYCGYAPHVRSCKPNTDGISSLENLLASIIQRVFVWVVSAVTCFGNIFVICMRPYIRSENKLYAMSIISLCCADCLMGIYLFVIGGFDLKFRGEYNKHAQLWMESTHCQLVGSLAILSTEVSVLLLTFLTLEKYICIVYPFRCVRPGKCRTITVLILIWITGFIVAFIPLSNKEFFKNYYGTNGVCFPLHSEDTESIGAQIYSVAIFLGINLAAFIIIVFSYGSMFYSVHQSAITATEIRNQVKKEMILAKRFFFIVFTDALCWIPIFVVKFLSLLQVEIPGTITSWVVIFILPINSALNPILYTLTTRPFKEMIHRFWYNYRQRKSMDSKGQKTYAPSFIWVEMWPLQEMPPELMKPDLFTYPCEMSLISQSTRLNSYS
POLI inh: DNA polymerase iota (human) inhibition | Q9UNA4 | Pol iota fluorescent replication assay, 10 min | Potency, µM (highest dose often 115 µM), inactives show at the highest dose activity, negative = inhibition, usual class: inhibitors | 390,000 compounds, 1% hits; further: potency means the concentration at half of the fitted maximal effect
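Fluorescent replication assay read twice, at 0 min and 10 min after adding 50 nM (final) substrate. Enzyme (10 nM) and compounds were first incubated 15 min at room temperature; enzyme-free buffer wells were negative controls.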
BLM inh: Bloom syndrome helicase (human) inhibition | 350,000 compounds, 0.2% hits | recombinant BLM DNA unwinding, fluorescence dequenching | Potency, µM (top dose mostly 56.1 µM), without a hit: at the top dose activity change, negative = inhibition, hits mostly inhibitors;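 further: potency means the concentration at half of the fitted maximal effect; plate controls were vehicle for no effect and no enzyme for full effect; nearly all actives have a fitted effect of over 35% in size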
APE1 inh: inhibitors of human APE1 endonuclease | P27695 | recombinant APE1, TAMRA/BHQ-2 abasic DNA cleavage fluorescence | 350,000 compounds, 0.35% hits | Potency, µM (doses to about 65.8 µM), for the others: top-dose activity change, negative = inhibition, most hits filed as inhibitors | AID 2517;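 further: potency means the concentration at half of the fitted maximal effect; plate controls were vehicle for no effect and reference inhibitor for full effect; nearly all actives have a fitted effect of over 55% in size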
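Activity was derived from the fluorescence gain between first and third kinetic reads (60 s intervals, ex 525/em 598 nm) after 50 nM THF-abasic TAMRA/BHQ-2 duplex was added to 0.75 nM APE1 preincubated 15 min with compound.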
POLK inh: inhibitors of human DNA polymerase kappa; 400,000 compounds, 0.53% hits; Potency, µM (series often up to 107 µM), inactives show at the top dose activity, negative = inhibition, actives largely listed as inhibitors; Q9UBT6; purified Pol kappa, fluorescent DNA synthesis assay, 10 min; further: potency means the concentration at half of the fitted maximal effect; on the % scale 0 is the no-effect control and ±100 the full control effect
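50 nM final substrate added after 15 min RT preincubation of 10 nM Pol kappa with compound; fluorescence read at 0 and 10 min.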
Anesthetic bind: candidate novel general anesthetic via apoferritin binding; P02791; apoferritin/1-aminoanthracene competitive binding, fluorescence; Potency, µM (series often up to 77.5 µM), for the others: at the highest dose activity change, negative = displacement, usual class: inhibitors; 350,000 compounds, 0.074% hits; AID 485281; further: potency means the concentration at half of the fitted maximal effect; on the % scale 0 is the no-effect control and ±100 the full control effect; nearly all actives have a fitted effect of over 20% in size
Target sequence (P02791 2-175 limits assumed): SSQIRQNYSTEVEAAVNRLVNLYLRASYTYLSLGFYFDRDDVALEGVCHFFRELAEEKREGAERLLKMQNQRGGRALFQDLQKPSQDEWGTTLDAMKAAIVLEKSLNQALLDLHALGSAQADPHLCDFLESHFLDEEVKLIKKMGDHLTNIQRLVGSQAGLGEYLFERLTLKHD
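Apoferritin-based anesthetic binding model; compound displacement of fluorescent 1-AMA measured as endpoint fluorescence after 10 minutes at room temperature, scaled to free-ligand and complex controls.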
Pol beta inh: DNA polymerase beta (human) inhibition. 340,000 compounds, 1.3% hits. Potency, µM (top dose mostly 114 µM), inactives show top-dose activity change, negative = inhibition, hits mostly inhibitors. P06746. Pol beta primer extension/strand displacement, fluorescence kinetic; further: potency means the concentration at half of the fitted maximal effect; on the % scale 0 is the no-effect control and ±100 the full control effect
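Kinetic readout of DNA synthesis with strand displacement by Pol beta. Compound and 10 nM enzyme sit 15 min at room temperature; 50 nM substrate starts the reaction, read immediately and at 10 min.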
An asterisk follows results filed as active; i = inactive; ? = inconclusive; . = no result given; & = joins results of further samples; [ ] = remark or other dose. Unless noted, the call rests on the fitted dose curve; in most records, active means well fitted curve in the direction sought with a large enough effect; inconclusive means small, poorly fitted or top-dose-only effect, or another doubt; inactive means no such curve, though single readings can be large; an effect the other way counts as inactive or inconclusive. Not all compounds are listed. The share of hits here may be higher or lower than overall.

PGK inhibitor	SMILES	Pol eta inh	RXFP1 antag	POLI inh	BLM inh	APE1 inh	POLK inh	Anesthetic bind	Pol beta inh
3%	CCOC(=O)C(C)c1n[nH]c(=O)c2ccccc12 (stereo not given)	-10%	4	21%	1%	0%	0%	-2%	1%
-5%	CC(=O)Nc1ccc(Nc2nc(C)nc3c2nnn3Cc2ccccc2Cl)cc1	-5%	-1	?	-2%	12%	-2%	-23%	12%
-9%	CC1CC1C(=O)OCC(=O)NCc1ccc(Cl)cc1 (stereo not given)	-8%	2	35%[activator]	-4%	2%	0%	-8%	24%
6%	COc1ccc(Cc2nc3ccc(C(=O)NCCCSC)cc3o2)cc1OC	2%	-3	16%	-2%	25%	-18%	-2%	-1%
-3%	CCc1noc(C)c1C(=O)NNC(=O)c1cc(OC)c(OC)c(OC)c1	-16%	10	10%	.	-7%	3%	.	.
-4%	COc1ccc(C(=O)NCC(=O)OCC(=O)Nc2cc(OC)ccc2OC)cc1	-14%	-5	-2%	-2%	7%	-15%	-12%	2%
-5%	CCOC(=O)C1=NOC(C(=O)NN(C)c2ncc(C(F)(F)F)cc2Cl)C1 (stereo not given)	-5%	-35	69%[activator]	2%	-6%	3%	-6%	-22%
8%	COC(=O)c1ccc(OCC2c3cc(OC)c(OC)cc3CCN2C(=O)c2cccc(C)c2)cc1 (stereo not given)	-16%	.	8%	-10%	.	-15%[60.1 µM]	68%[activator]	3%
-4%	COc1ccc(C(=O)COc2cccc(NC(=O)c3ccco3)c2)cc1	-13%	-3	27%	-3%	4%	-19%	?	-11%
-4%	Cc1cc(C)c(C(=O)COC(=O)Cn2cnnn2)cc1C	3%	4	14%	-2%	10%	-5%	-23%	17%
8%	CC(=O)Nc1cc(NC(C)=O)c2nc(N)sc2c1	-7%	-13	8%	0%	-3%	1%	-3%	76%
3%	CSc1nc2nc3c(cc2c(=O)n1-c1cccc(C)c1)COC(C)(C)C3	-13%	-9	124%[activator]	-4%	13%	-1%	0%	35%[activator]

Full records, quoted from the list. Order of values: PGK inhibitor	Pol eta inh	RXFP1 antag	POLI inh	BLM inh	APE1 inh	POLK inh	Anesthetic bind	Pol beta inh
COC(=O)c1ccc(OCC2c3cc(OC)c(OC)cc3CCN2C(=O)c2cccc(C)c2)cc1 (stereo not given) across the screens: 8%	-16%	.	8%	-10%	.	-15%[60.1 µM]	68%[activator]	3%
CCOC(=O)C1=NOC(C(=O)NN(C)c2ncc(C(F)(F)F)cc2Cl)C1 (stereo not given) across the screens: -5%	-5%	-35	69%[activator]	2%	-6%	3%	-6%	-22%
CC1CC1C(=O)OCC(=O)NCc1ccc(Cl)cc1 (stereo not given) across the screens: -9%	-8%	2	35%[activator]	-4%	2%	0%	-8%	24%

Carrying on.
PGK inhibitor	SMILES	Pol eta inh	RXFP1 antag	POLI inh	BLM inh	APE1 inh	POLK inh	Anesthetic bind	Pol beta inh
-9%	CCN(CC)CCNC(=O)c1nn(C)c2c1CS(=O)(=O)c1ccccc1-2	-19%	1	18%	0%	.	-2%	-14%	-4%
-5%	O=C(CNCC1CCCCC1)Nc1ccccc1N1CCCCC1	-20%	-19	13%	-12%	-6%	-11%	1%	-1%
-15%	CC(C)C(OC(=O)/C=C/c1ccc2c(c1)OCO2)C(=O)NC(N)=O (stereo not given)	-2%	-1	39%[activator]	-2%	-1%	-5%	-7%	-19%
-5%	Cn1c(=O)c2[nH]c(COc3ccccc3)nc2n(C)c1=O	-17%	-4	-10%	.	.	-12%	.	.
-9%	CCCC(c1nnnn1CS(=O)(=O)c1ccc(C)cc1)N1CCN(C2CCCC2)CC1 (stereo not given)	3%	1	?	-3%	51%	-8%	1%	14%
9%	CCOC(=O)[C@@H]1[C@H]2COc3ccc(Br)cc3[C@@H]2N2C(=O)N(c3cccc(Cl)c3)C(=O)[C@]12C	-7%	.	7%	.	.	-7%	.	.
i	O=C(NCCOCC(F)(F)C(F)F)c1cc(F)c(F)cc1Cl	-10%	-13	2%[58.9 µM]	-5%	1%	-5%	-7%	-24%
?	O=C(O)c1ccccc1/C=N/NC(=O)c1cc(-c2ccco2)nc2ccccc12	3.2µM*	-3	?	14µM*	22µM*	35µM*	35%[activator]	8.9µM*
-10%	CC(C)CC(=O)NCC(c1ccc2c(c1)OCO2)N1CCN(c2ccc(F)cc2)CC1 (stereo not given)	-22%	-14	22%	-3%	.	-5%[60.1 µM]	14%	-2%
1%	CCN(CC)C(=O)c1ccccc1NC(=O)c1ccccc1SC	-6%	-8	73%[activator]	-2%	2%	4%	-8%	8%
i	CC1(OC(=O)CCc2ccccc2)C(=O)C=C2C=C(c3ccc(C#N)cc3)N(C3CC3)C=C2C1=O (stereo not given)	-4%	.	82%[activator]	-8%[12.4 µM]	-7%[12.4 µM]	1%	4%	10%
-1%	CC(C)c1nc2sc3c(N4CCCCC4)ncnc3c2c2c1CCCC2	-19%	-3	22%	-1%	.	11%	-4%	0%
-9%	COc1ccc(C(=O)NCC2COc3ccccc3O2)cc1S(=O)(=O)N1CCOCC1 (stereo not given)	-16%	-6	8%	.	-5%	-17%	.	.
-4%	CCc1ccccc1NC(=O)c1cc(-c2ccc(OC)cc2)on1	-18%&-13%	12&-12	10%&-9%	0%&-3%	20%	-6%&-24%	-3%&8%	53%&13%
-4%	O=c1cc(COc2cccc(C(F)(F)F)c2)nc2sc3c(n12)CCCC3	-13%	.	33%[activator]	1%	.	-24%	-5%	-26%
-13%	COc1cc(/C=N/NC(=O)C(Cc2c[nH]c3ccccc23)NC(=O)OCc2ccccc2)cc([N+](=O)[O-])c1O (stereo not given)	20µM*	.	?	-7%	5%	?	9%	50µM*
-12%	C/C(=N/NC(=O)c1cc(C2CC2)[nH]n1)c1cccs1	-7%	-4	-6%	0%	3%	6%	-6%	28%
-6%	CCOC(=O)C1(CCOc2ccccc2)CCN(Cc2cc(OC)c3c(c2)OCO3)CC1	-27%	-32	23%	-1%	-4%	-5%	-12%	1%
-6%	COc1ccc(-c2cc(OC)c3ccccc3n2)cc1	-20%	?	33%[activator]	4%	3%	-16%	-11%	3%
0%	COC(=O)c1ccc(COc2cc([N+](=O)[O-])cc3cccnc23)o1	-25%	5	-10%	-7%	21%	-4%	-4%	3%
-8%	CCOC(=O)/C=C/c1ccc2c(c1)S(=O)(=O)N(Cc1ccc(OC)cc1)[C@H]2CC(=O)OCC	-9%	.	?	.	.	1%&-17%	.	.
-9%	Cc1ccc(C(=O)C(C)OC(=O)Cn2[nH]c(=O)c3ccccc3c2=O)cc1C (stereo not given)	-6%	3	-9%	2%	19%	-2%	?	1%
i	Cc1cccc(NC(=O)C2CCN(S(=O)(=O)c3ccc4[nH]c5c(c4c3)CCCCC5)CC2)c1	-14%	-27	11%	-8%	.	-5%	3%	-1%
-10%	CN(C)CCCn1c(SCC(=O)Nc2nc(-c3cccc(Br)c3)cs2)nc2ccccc2c1=O	-18%	-6	52%[activator]	6%	0%	-13%	-5%	26%
-3%	O=C1N(Cc2cccnc2)C[C@@H]2C[C@@H](c3ccc(-c4ccccc4)cc3)N3CCC[C@@]123	-13%	-23	77%[activator]	-1%	-2%	-1%	-20%	?
-9%	O=C(NC1CC2CCC1C2)C1COc2ccccc2O1 (stereo not given)	-4%	8	2%	-1%	-4%	2%	-12%	-2%
-2%	COc1ccccc1CNC(=O)c1cc2c(=O)oc3ccc(C)cc3c2s1	-22%	.	-26%	-15%	.	-33%	-7%	-2%
i	O=C(COC(=O)C1CCN(c2ccc(C(F)(F)F)cn2)CC1)Nc1cc(F)ccc1F	-13%	-29	1%	.	11%	-18%	.	.
-10%	O=C(O)c1ccccc1N1C(=O)c2cccc3cccc(c23)C1=O	-15%	2	178%[activator]	0%	14%	-4%	24%	9%
2%	COC(=O)c1cc(OC)c(OC)cc1NC(=O)Nc1ccc(OC)cc1OC	-13%	1	10%	-7%	15%	-10%	-8%	10%
i	CCCn1c(CN2CCN(C(=O)c3ccco3)CC2)nc2c1c(=O)n(C)c(=O)n2C	-8%	-4	19%	1%	1%	7%	-2%	10%
-3%	O=C(COC(=O)Cn1ccc(=O)[nH]c1=O)Nc1ccc(F)cc1	-10%	-12	28%	.	10%	-5%	.	.
4%	Cc1ccc2c(c1)N(CC(=O)NCc1ccco1)C(=O)CO2	-15%	-1	18%	-1%	1%	-3%	8%	-1%
-1%	O=C(Nc1cccc2nsnc12)c1ccc2c(c1)OCCO2	-4%	-1	24%	-2%	-2%	-16%[60.1 µM]	-6%	1%
-1%	O=C(CN1C(=O)c2ccccc2S1(=O)=O)c1ccc(Cl)cc1Cl	-7%	2	44%[activator]	.	.	-13%	.	.
-4%	CCOC(=O)/C=C/C(=O)OCC(=O)Nc1cccc(Br)c1	2%	-11	37%[activator]	-5%	0%	-7%	-19%	0%
-5%	CCc1cccc(C)c1NC(=O)CSc1nc(-c2ccccc2F)nc2nc[nH]c12	-2%	-17	?	1%	21%	-5%	2%	-26%
0%	C=CCOC(=O)C1=C(C)NC(SCC(=O)OCC)=C(C#N)C1c1ccc(O)c(OC)c1 (stereo not given)	?	.	8%	-8%	-11%	-14%	?	?
-5%	C1CCN2C[C@@H]3C[C@@H](CN4CCCC[C@@H]34)[C@H]2C1	-16%	11	23%	-8%	0%	0%	.	.
1%	O=C(NN=C(c1ccccc1)c1ccccc1)C(CCl)C1CCCCC1 (stereo not given)	-12%	.	-2%	.	1%	-10%	.	.
-2%	Cc1cccc2sc(N(Cc3cccnc3)C(=O)CCOc3ccccc3)nc12	-10%	-3	-11%	-1%	.	-3%[60.1 µM]	67%[activator]	0%
i	COc1ccc(C(O)P(=O)(O)CCc2ccccc2)cc1 (stereo not given)	-5%	-12	8%	0%	30%	0%	-2%	-1%
i	CC(C)(C)[C@H]1COC(=O)CC/C=C\C[C@@H](CC(=O)N(CCO)Cc2ccccc2)C(=O)N1	-7%	.	43%[activator]	.	10%	13%	.	.
-7%	C[C@H]1C(=O)N(c2ccccc2)[C@@H]1c1ccccc1	-12%	.	31%[activator]	.	18%	1%	.	.
-4%	CC(=O)Nc1nonc1-c1nnc(SCc2ccc(Cl)cc2)n1C	0%	-2	13%	-1%	.	-16%	2%	1%

Assay outcomes (PubChem BioAssay)
